697 NFkB inh – lowers PMA/ionomycin-induced NF-kB signal in 697 B cells; 697 B-cell NF-kB luciferase reporter, 16 h; AID 435022; hit rate 0.33% among 330,000; inhibition, % at 4 µM; in the data active means inhibition above about 35%
UBC13 inh – blocks human UBC13 polyubiquitin chain formation | hit rate 0.47% among 330,000 | P61088 | TR-FRET | inhibition, % at 20 µM; in the data active means inhibition above about 45%, passing the limit was not always enough
Target sequence (P61088 whole entry, looked up): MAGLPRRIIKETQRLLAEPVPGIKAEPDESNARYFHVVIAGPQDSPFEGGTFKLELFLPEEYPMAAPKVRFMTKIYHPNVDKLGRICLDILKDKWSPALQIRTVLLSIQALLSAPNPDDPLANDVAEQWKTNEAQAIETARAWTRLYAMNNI
SENP8 block – inhibitors of human SENP8 protease; Q96LD8; purified SENP8, Z-RLRGG-aminoluciferin cleavage, luminescence; hit rate 1.2% among 330,000; inhibition, % at 10 µM
Target sequence (Q96LD8 whole entry, looked up): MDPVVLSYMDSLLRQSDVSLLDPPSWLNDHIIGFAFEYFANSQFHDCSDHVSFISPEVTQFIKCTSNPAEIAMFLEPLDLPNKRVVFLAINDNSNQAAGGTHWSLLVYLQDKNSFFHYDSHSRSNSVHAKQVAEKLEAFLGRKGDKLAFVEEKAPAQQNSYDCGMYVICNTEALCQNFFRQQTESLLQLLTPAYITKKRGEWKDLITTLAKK
Jurkat NFkB inh – inhibitors of the PMA/ionomycin-induced NF-kB reporter in Jurkat cells. PMA/ionomycin-induced NF-kB luciferase reporter, luminescence. inhibition, % at 4 µM. hit rate 0.53% among 330,000
Apaf1 inhib – inhibitors of human Apaf-1 apoptosome; O14727; reconstituted apoptosome caspase-3 activity, DEVD-Rh110 fluorescence; inhibition, % at 20 µM; hit rate 0.71% among 330,000; active means inhibition of at least 40% at 20 µM;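 further: plate controls were DMSO wells for no effect and DEVD-CHO caspase inhibitor wells for full effect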
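Material: reconstituted apoptosome with Apaf-1, cytochrome c, caspase-9, procaspase-3, dATP. Technique: Rh110 fluorescence intensity. Buffer or medium: pH 7.5 Hepes buffer with CHAPS, BSA, DTT. Times: 30 min plus 50 min, RT.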
Gli-Sufu block – Gli-Sufu pathway antagonism; Sufu-KO-LIGHT fibroblasts, Gli luciferase reporter luminescence; inhibition, % at 5 µM; hit rate 0.74% among 340,000;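 active means inhibition above about 55%, limit read from the data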;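 further: 0% = DMSO-treated cells and 100% = wells with medium but no cells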
EBI2 antag – antagonists of human EBI2 receptor; P32249; EBI2 beta-arrestin recruitment, luminescence, 7a,25-OHC stimulated; inhibition, % at 5 µM; hit rate 0.81% among 360,000; in the data active means inhibition above about 38%;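 further: enzyme fragment complementation signal reports receptor beta-arrestin coupling in cells; 0% = agonist plus DMSO wells and 100% = wells without agonist; some results beyond the cut were filed as inactive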
Target sequence (P32249 whole entry, looked up, the tested form may be a part): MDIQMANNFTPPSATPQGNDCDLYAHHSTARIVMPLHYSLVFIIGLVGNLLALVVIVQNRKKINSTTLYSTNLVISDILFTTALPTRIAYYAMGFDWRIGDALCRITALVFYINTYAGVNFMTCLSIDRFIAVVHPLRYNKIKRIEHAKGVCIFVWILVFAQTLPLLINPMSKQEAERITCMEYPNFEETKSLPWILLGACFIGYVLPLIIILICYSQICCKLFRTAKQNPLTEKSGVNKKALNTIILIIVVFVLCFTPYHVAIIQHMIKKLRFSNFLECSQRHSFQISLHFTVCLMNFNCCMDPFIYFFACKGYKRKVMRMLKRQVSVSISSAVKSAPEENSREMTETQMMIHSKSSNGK
CCR6 antag – antagonists of human CCR6 receptor. inhibition, % at 20 µM. hit rate 0.49% among 340,000. CHO-K1 CCR6 PathHunter beta-arrestin, luminescence, CCL20-stimulated;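 active means compounds whose inhibition of the agonist-driven luminescence signal at 20 µM reaches about 50%, limit read from the data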;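 further: cells stimulated with CCL20 at 14 nM final; plate controls were DMSO with CCL20 for no effect and DMSO without agonist for full effect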
Numbers without * were called inactive; / = not tested or not shown. Unless noted, no stated cut-off is given here; in the data, active means inhibition above about 50%; inactive means the rest. The list is partial (hit frequency here may not be typical).

canonical_smiles	697 NFkB inh	UBC13 inh	SENP8 block	Jurkat NFkB inh	Apaf1 inhib	Gli-Sufu block	EBI2 antag	CCR6 antag
Nc1cccc(C(=O)Nc2ccc3nc(-c4cccnc4)[nH]c3c2)c1	12	10	2	-8	-11	17	-6	11
O=C(Cc1ccc2c(c1)OCCO2)c1c(O)cc(O)cc1O	-24	-7	-1	-5	-7	-19	6	17
Cc1cccn2cc(-c3ccc(S(=O)(=O)N4CCCCC4)cc3)nc12	-27	7	16	-3	14	-9	8	-11
Cc1ccc(Cl)cc1NC(=O)C(=O)N/N=C/c1ccc2c(c1)OCO2	-5	-12	-11	-18	4	1	-7	10
CC1CCN(C(=O)c2ccc(N(C)S(C)(=O)=O)cc2)CC1	15	1	-1	2	4	-20	1	4
COc1ccc(/C=C/CN2CCN(Cc3ccc(F)cc3)C(CCO)C2)cc1 (stereo not drawn)	-10	2	3	-6	-17	0	1	-1
COc1ccccc1C(=O)N1CCN(C(=O)c2oc3ccc(C)cc3c2C)CC1	2	3	-7	-3	19	-1	65*	15
CCCCOC(=O)C1=C(N)N2C(=O)C(C)SC2=C(C(=O)OCC)C1c1ccc(O)c(OC)c1 (stereo not drawn)	8	-13	-6	-11	10	-4	1	8
COCCN(CCOC)C(=O)CCn1c(=O)oc2ccccc21	-7	1	-9	-31	-2	-1	-1	8
CCN(CC(=O)Nc1ccccc1C(F)(F)F)C(=O)CCS(=O)(=O)c1ccc(C)cc1	-12	1	0	0	7	-2	-13	7
C#CCNC(=O)C1=C[C@@H](c2ccccc2)C[C@@H](OCCCCO)O1	5	-8	-3	-4	-6	4	-17	7
COc1cccc(C(=O)N2CCC(n3nccc3NC(=O)CCOc3ccccc3)CC2)c1	-7	-9	13	-5	13	5	2	10
CSc1nc(-c2ccco2)nn1S(C)(=O)=O	10	4	-3	6	-7	-26	-4	-25
CCCn1c(SCC(=O)Nc2cc(C(=O)O)ccc2C)nc2sc3c(c2c1=O)CCC3	22	0	6	5	4	3	3	0
COc1ccc(C(=O)NCc2ccc3c(c2)cc(C)n3C)cc1	16	2	10	10	-1	3	5	8
C=CCn1c(-c2cccnc2)n[nH]c1=S	6	10	-4	10	-4	-1	-1	0
COc1ccccc1CC(=O)NC1CC(C)(C)NC(C)(C)C1	17	-12	-7	-7	4	14	2	8
Cc1ccc2cc(C#N)c(SCc3nnc(-c4ccccc4[N+](=O)[O-])o3)nc2c1	-10	-7	-8	-11	18	18	15	5
Cc1cccc2cc(C(c3nnnn3C(C)(C)C)N(Cc3ccco3)CC3CCCO3)c(=O)[nH]c12 (stereo not drawn)	-17	3	-7	11	11	6	-5	17
Cc1ccc(S(=O)(=O)N(C)CC(=O)NNC(=O)CCNS(=O)(=O)c2cccc(C)c2)cc1	22	0	2	-2	7	-2	-10	2
Cc1cc(/C=C2\SC(=S)N(C)C2=O)c(C)n1-c1cccc(O)c1	-114	-48	80*	-46	-3	-2	23	18
O=C(COc1ccccc1)Nc1nnc(-c2ccc(Cl)s2)o1	-2	-13	2	9	7	-1	-4	16
O=C(Nc1ccc2nsnc2c1)c1ccc2c(c1)OCO2	-159	7	65*	-166	-16	-86	5	4
COc1ccccc1CN1CC(C(=O)NCc2ncccc2C)CCC1=O (stereo not drawn)	6	-4	-3	11	1	-6	3	0
O=C(NNC(=O)c1ccccc1-n1cccc1)c1ccccc1	13	3	9	0	-7	11	-6	-18
CCOC(=O)c1c(C)n(C)c2ccc(OCC(O)CN3CCCCCC3)cc12 (stereo not drawn)	-19	14	7	-5	8	/	2	13
CCN(Cc1ccccc1)c1c(C(=O)O)cnc2c1cnn2C	10	-4	-4	9	3	-3	8	4
CSCCCN1CCCC(CO)(Cc2ccccc2F)C1 (stereo not drawn)	1	-2	-6	-12	2	50	-13	10
Cc1ccc2cc(C(c3nnnn3Cc3ccccc3)N3CCN(c4ccccc4)CC3)c(=O)[nH]c2c1 (stereo not drawn)	7	-6	-13	-7	29	5	5	9
C#CCN1N=C(c2ccc(C)cc2)CSC1=O	-24	-4	-6	20	-10	-8	2	-7
Cn1c(Cn2nnc3ccccc32)nnc1SCC(=O)N1c2ccccc2CCc2ccccc21	14	2	1	2	-18	7	22	4
COc1ccc(CCN(C)C(=O)c2cc(=O)c3ccccc3o2)cc1OC	-34	-6	0	-31	3	-36	10	1
CCOC(=O)c1sc2nc(C)nc(SCC(=O)NC3CCS(=O)(=O)C3)c2c1C (stereo not drawn)	9	-4	-12	-8	6	-6	-4	7
CC(=O)Nc1nn(C)c2nc3ccc(C)cc3cc12	5	-2	-7	18	1	-14	-8	6
CCCCN(CC)C(=O)C1CCCN(S(=O)(=O)c2cccc3nsnc23)C1 (stereo not drawn)	-6	-15	7	0	10	/	-9	19
CCOC(=O)c1sc(NC(=O)CN(CC(C)C)CC(C)C)c(C(=O)OCC)c1C	1	8	-1	16	-19	12	9	10
O=C(CCNC(=O)Cn1ccc2ccccc2c1=O)NCCN1CCN(c2ccccc2F)CC1	-7	91*	-8	13	2	6	-11	-6
O=C(Nc1nc2ccccc2s1)c1cc(-c2ccccc2)nn1-c1ccccc1	-8	14	-7	-11	22	4	6	14
CCNc1nc(NCC)nc(Oc2ccc(C(=O)OC)cc2)n1	-8	0	-13	2	-1	9	-18	-2
COC(=O)c1ccccc1S(=O)(=O)N1CCC(C(=O)NC2=NCCS2)CC1	0	13	4	1	-10	26	-5	6
Cn1c(=O)c2c(nc(N/N=C3\CCCc4ccccc43)n2Cc2ccc(F)cc2)n(C)c1=O	-5	10	-3	-4	-3	50	11	18
CC(C)OC(=O)c1cccnc1SCc1cc(=O)n2ccccc2n1	23	7	-1	-1	-1	-5	9	7
COC(=O)[C@]1(C)N[C@H](CN(C)C(=O)Nc2ccc(OC)cc2)[C@@H]2C(=O)N(Cc3ccccc3)C(=O)[C@@H]21	-7	-20	-7	-9	-5	-5	-9	7
CCc1cc(-c2[nH]ncc2-c2ccc3c(c2)OCO3)c(O)cc1O	-9	23	-5	26	12	-2	8	-8
COc1ccc(C/C(C)=N/NC(=S)Nc2ccc(C(C)C)cc2)cc1	-23	-2	-8	-4	16	32	41	10
CCOc1ccc(NC(=O)CSc2nc(C)cc(C)n2)cc1	2	-8	-7	1	1	16	-10	9
Cc1ccc(S(=O)(=O)CCSc2n[nH]c(=O)n2-c2ccc3c(c2)OCCO3)cc1	0	12	-9	15	-8	16	-3	-2
CCCn1c(=O)c(C(=O)NNC(=O)c2ccc(Cl)cc2Cl)c(O)c2ccccc21	-1	-9	-8	-2	-6	-8	-12	-2
CCCc1[nH]n(-c2ccc([N+](=O)[O-])cc2)c(=O)c1C=NCCCn1ccnc1	-1	-3	-5	0	9	-5	1	8
CCN(c1cccc(C)c1)S(=O)(=O)c1ccc(OC)c([N+](=O)[O-])c1	0	-10	-12	-9	15	-1	2	16
COc1cc(C(=O)NCC(=O)NNC(=O)C2COc3ccccc3O2)cc(OC)c1OC (stereo not drawn)	-2	-18	-12	2	6	-6	0	7
COc1ccccc1OCCn1cc(/C=C(\C#N)C(=O)NCc2ccco2)c2ccccc21	23	-2	-5	2	13	2	4	18
CC(C)CN1CCC(=O)N([C@H](CN=[N+]=[N-])Cc2ccccc2)CC1	8	8	-8	11	7	8	-13	0
Cc1cccc(-n2cc(C(=O)O)c(=O)cc2C)c1	7	7	3	-5	-1	-3	-1	-9
Cc1cc(C(=O)COC(=O)c2ccc[nH]c2=O)c(C)n1CCc1ccc(F)cc1	12	-13	0	14	-4	-5	-5	5
O=C(Nc1ccc(NC(=O)c2ccccc2Br)cc1)c1ccccc1	-6	0	-19	-32	-3	-20	3	2
OC(CSc1ccccc1Cl)CN1CCN(c2ccccc2F)CC1 (stereo not drawn)	15	19	-3	-4	11	-1	6	-6
CCS(=O)(=O)CCSc1nc2ccccc2s1	8	0	-1	-5	3	17	-9	-12
CCN1CCCC1CNC(=O)c1cc([N+](=O)[O-])c(N(C)C)cc1OC (stereo not drawn)	3	-18	5	-4	4	8	-5	10
Cc1ccc(OCCCC(=O)Nc2ccc(Br)cc2)cc1	27	3	-6	4	3	-1	2	14

3 entries from above, with values under each structure.
Fields – 697 NFkB inh | UBC13 inh | SENP8 block | Jurkat NFkB inh | Apaf1 inhib | Gli-Sufu block | EBI2 antag | CCR6 antag
COc1ccccc1OCCn1cc(/C=C(\C#N)C(=O)NCc2ccco2)c2ccccc21
→ 23 | -2 | -5 | 2 | 13 | 2 | 4 | 18
CC(C)CN1CCC(=O)N([C@H](CN=[N+]=[N-])Cc2ccccc2)CC1
→ 8 | 8 | -8 | 11 | 7 | 8 | -13 | 0
Cc1cccc(-n2cc(C(=O)O)c(=O)cc2C)c1
→ 7 | 7 | 3 | -5 | -1 | -3 | -1 | -9

Remaining list, next part
canonical_smiles	697 NFkB inh	UBC13 inh	SENP8 block	Jurkat NFkB inh	Apaf1 inhib	Gli-Sufu block	EBI2 antag	CCR6 antag
COC(C(=O)Nc1ccnn1C1CCN(Cc2cnn(C)c2)CC1)c1ccccc1 (stereo not drawn)	-21	1	-3	-3	-2	6	4	-9
COc1ccc(/C=C/c2nc3ccccc3c(=O)o2)cc1	-37	0	84*	31	7	71*	18	17
CCOc1ncccc1C(=O)NNC(=O)c1cccc(S(=O)(=O)Nc2ccc(OC)cc2)c1	-30	-12	1	-2	3	2	5	5
COc1ccc(N2C(=O)CCC(C(=O)NCCCN3CCC(C)CC3)C2c2ccc(OC)c(OC)c2)cc1 (stereo not drawn)	11	-6	8	2	-17	-6	-1	8
CC(=O)N(C)c1ccc(NS(=O)(=O)c2cc(Cl)ccc2Cl)cc1	9	0	-3	0	0	2	-21	2
CCOc1ccc(NC(=O)CCc2nnc3ccc(N4CCC5(CC4)OCCO5)nn23)cc1	-7	-6	0	-1	-9	-11	-7	8
O=C(Nc1ccc(Cl)cc1F)C1CC(=O)N(Cc2ccco2)C1 (stereo not drawn)	-9	-3	-3	2	10	-5	-1	15
C=CCN1C(=O)CN=C1Nc1cc(C)cc(C)c1	11	7	-4	3	15	3	-9	4
Clc1ccc(Sc2oc(/C=N/n3cnnc3)cc2Br)cc1	-15	-8	-16	8	8	-13	-5	-14
Cc1c(NC(=O)c2cccs2)cccc1NC(=O)c1cccs1	5	-8	-4	-2	4	-7	-6	2
O=C(CSc1nnc(CNC(=O)c2cccs2)o1)Nc1cccc(F)c1	1	2	-2	-1	-14	2	6	8
Clc1ccc2c(NNc3ccccc3Cl)ccnc2c1	-14	-2	-1	18	11	9	8	15
Cc1nc(-c2ccccc2)sc1C(=O)Nc1ccc(S(N)(=O)=O)cc1	1	5	-3	1	5	19	-3	14
CCOC(=O)c1[nH]cnc1C(=O)NCc1ccccc1	18	0	-2	10	-6	5	0	16
CCC1(C)Cc2c(sc3nc(NN)n(C)c(=O)c23)CO1 (stereo not drawn)	10	-9	-5	-4	3	2	13	4
Cc1ccc(S(=O)(=O)c2ccc(Cl)cc2)cc1S(=O)(=O)NC(C)C(=O)O (stereo not drawn)	8	-11	-14	-6	4	-2	-2	6
Cc1c(NC(=O)Nc2ccccc2Cl)c(=O)n(-c2ccccc2)n1C	7	3	-5	1	-8	-5	5	7
COc1ccc2c(c1)OC[C@H]1[C@H]2N2C(=O)CNC(=O)[C@@]2(C)[C@H]1c1ccccc1	25	7	6	-4	9	-6	/	0
CCn1c(=O)c2cc(C(=O)NCCCOC)sc2c2ccccc21	19	22	-12	14	6	8	16	13

As entered above:
COc1ccc2c(c1)OC[C@H]1[C@H]2N2C(=O)CNC(=O)[C@@]2(C)[C@H]1c1ccccc1 in Gli-Sufu block reads -6
CCC1(C)Cc2c(sc3nc(NN)n(C)c(=O)c23)CO1 (stereo not drawn) in 697 NFkB inh reads 10
CC(=O)N(C)c1ccc(NS(=O)(=O)c2cc(Cl)ccc2Cl)cc1 in SENP8 block reads -3
